GPR55 activation = selective activators of receptor GPR55 – imaging, U2OS cells, beta-arrestin-GFP redistribution, primary screen (AID 1961) | hit rate 0.048% among 290,000 | activation, % at 10 µM, or EC50 in µM where a hit was titrated | U2OS GPR55 beta-arrestin-GFP redistribution imaging; higher % means a stronger effect;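 active = activation above 40% with more than 50 cells counted in the well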;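 note: U2OS osteosarcoma cells stably expressing GPR55 and beta-arrestin-GFP; plate controls were DMSO negative control for no effect and LPI positive control for full effect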
GPR55 antagonists = GPR55 antagonists blocking LPI-driven arrestin recruitment, primary screen, imaging, U2OS, beta-arrestin-GFP, LPI agonist (AID 2013). hit rate 0.13% among 290,000. U2OS GPR55 beta-arrestin-GFP translocation imaging, LPI antagonism; higher % means a stronger effect. one-dose inhibition, % at 10 µM; IC50 in µM for titrated hits;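 active = spots per cell inhibited over 60%, with over 100 cells counted and total cytoplasm intensity under 500,000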;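 note: U2OS cells stably carrying GPR55 and arrestin-GFP stimulated by 5 µM LPI near EC80; imaged beta-arrestin-GFP aggregate spots per cell after agonist stimulation; plate controls were LPI-stimulated DMSO wells for no effect and DMSO wells without LPI for full effect; some results filed as inactive read as strong as hits; confirmed hits need IC50 under 10 µM and bright autofluorescent wells are also inconclusive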
NOD2 inhibition = inhibition of NOD2-driven NF-kB reporter – cell-based, luminescence, uHTS, HEK293 (AID 1566); HEK293 NOD2/NF-kB luciferase reporter, luminescence; higher % means a stronger effect; inhibition, % at 4 µM, or EC50 in µM where a hit was titrated; hit rate 0.63% among 290,000; note: many of its hits are not listed in these tables
NOD1 inhibition = NOD1 signaling inhibitors, primary screen, cell-based, luminescence, uHTS (AID 1578); NOD1-driven NF-kB luciferase reporter cells, luminescence; higher % means a stronger effect; inhibition, % at 4 µM; hits with a dose series show EC50 in µM; hit rate 1% among 290,000; in the data active = inhibition mostly above about 36%, no sharp cut-off; inactive = mostly below about 34%;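 note: HEK-293T reporter cells stimulated with the NOD1 agonist gamma-tri-DAP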
KOR beta-arrestin-1 = kappa opioid receptor blockers – cell-based, luminescence, uHTS (AID 1778) | KOR beta-arrestin recruitment, luminescence, antagonist mode; higher % means a stronger effect | hit rate 0.091% among 290,000 | one-dose inhibition, % at 10 µM; IC50 in µM for titrated hits; note: strong numbers were not always called active
Rac1 GTP hydrolysis = MgcRacGAP GTPase-activating activity inhibitors, confirmation, biochemical, ADP Hunter fluorescence; MgcRacGAP-stimulated Rac1 GTP hydrolysis, ADP Hunter fluorescence; higher % means a stronger effect; GST-tagged Rac1 F28L mutant substrate; inhibition, % at 30 µM; hits with a dose series show IC50 in µM; hit rate 0.6% among 340,000; AID 624330;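 active = first-screen hits whose inhibition reached a set limit at any dose in the follow-up dose series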;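 note: fluorescence reports GDP produced by GAP-driven GTP hydrolysis; strong numbers were not always called active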
HIV peptide binding = cell-free HIV fusion peptide-binding blockers – biochemical, uHTS, fluorescence dequenching, primary screen (AID 1986). cell-free peptide binding, fluorescence dequenching, 30 min; higher % means a stronger effect. one-dose inhibition, % at 20 µM; IC50 in µM for titrated hits. hit rate 0.3% among 290,000; in the data active = inhibition mostly above about 52%, no sharp cut-off; inactive = mostly below about 76%; note: some results filed as inactive read as strong as hits
Large T inhibition = TAg ATPase/helicase activity blockers – biochemical (AID 1903); SV40 large T antigen ATPase/helicase inhibition assay; higher % means a stronger effect; inhibition, % at 20 µM; hits with a dose series show IC50 in µM; hit rate 0.39% among 310,000; in the data active = a potency from the dose series; note: strong numbers were not always called active
KOR beta-arrestin-2 = kappa opioid receptor activators – cell-based, luminescence, uHTS, primary screen (AID 1777); hit rate 0.02% among 280,000; KOR beta-arrestin recruitment, luminescence; higher % means a stronger effect; one-dose activation, % at 10 µM; EC50 in µM for titrated hits; in the data active = activation above about 50%, passing the limit was not always enough; note: a part of the inactive calls stands beside numbers as strong as those of hits
Numbers without * were called inactive; . = not tested or not shown; [ ] = another dose, or the depositor's remark. Cut-off read from the data, not from the text of the source, unless noted: active = inhibition above about 50%; inactive = the rest. This is a subset; rates above refer to the full screens.

Value order: GPR55 activation	GPR55 antagonists	NOD2 inhibition	NOD1 inhibition	KOR beta-arrestin-1	Rac1 GTP hydrolysis	HIV peptide binding	Large T inhibition	KOR beta-arrestin-2
(1) CC(CCc1ccccc1)NC(=O)C1CCCN(C(=O)c2cc3sccc3n2C)C1 (stereo not drawn)
→ -0.1%	13.6%	2.2%	15.4%	-70.0%	0.3%	1.6%	7.9%	4.0%
(2) C=CCOc1c(Br)cc(/C=N/Nc2ccc(C(=O)O)cc2)cc1OCC
→ 0.3%	7.7%	-1.5%	-19.9%	-54.3%	0.6%	36.3%	11.1%	1.3%
(3) CCOc1ccccc1CN1C(=O)c2ccccc2C1C(=O)NC(C)CC (stereo not drawn)
→ -0.1%	12.9%	-0.8%	0.0%	-7.8%	7.9%	0.5%	5.4%	-7.4%
(4) O=[N+]([O-])c1ccc(Cl)c(/C=N/n2c(C3CCCCC3)n[nH]c2=S)c1
→ -0.2%	-11.0%	-10.3%	-10.9%	-76.2%	9.8%	27.8%	3.6%	4.4%
(5) COc1ccc(Cn2nnnc2CN(Cc2cc3ccc(C)cc3[nH]c2=O)C2CCCC2)cc1
→ -0.1%	1.2%	-7.4%	9.8%	14.8%	1.3%	0.2%	8.4%	6.7%
(6) COc1ccccc1/C=N/Nc1nccnc1Cl
→ -0.2%	0.9%	-46.2%	-45.1%	-6.5%	1.2%	-0.9%	16.0%	7.1%
(7) CC1(C)CC(Cc2nc(=S)[nH][nH]2)C(=O)O1 (stereo not drawn)
→ 0.4%	2.2%	20.0%	-17.7%	-14.0%	2.9%	-0.5%	10.6%	-0.4%
(8) Clc1ccc(CNc2cnccn2)cc1
→ 0.4%	4.1%	13.7%	-16.4%	-1.1%	-2.4%	0.5%	1.4%	-1.7%
(9) O=C(CN1C(=O)C2C3CCC(C3)C2C1=O)NCc1ccco1 (stereo not drawn)
→ 0.0%	-6.3%	-14.0%	-11.6%	-8.0%[20 µM]	0.4%	0.5%	24.9%	2.0%
(10) Clc1ccc(CN(Cc2ccccc2)C(c2cccs2)c2nnnn2C2CCCC2)cc1 (stereo not drawn)
→ -0.2%	-0.4%	11.6%	-1.0%	11.3%	9.2%	0.1%	3.5%	2.5%
(11) COc1ccc(C2=Nn3c(nnc3-c3ccccn3)SC2)cc1OC
→ -0.2%	-16.0%	-4.9%	38.6%	-19.5%	3.1%	-1.6%	2.4%	11.5%
(12) COc1cc(/C=C2\SC(=S)N(C(C(=O)O)c3ccccc3)C2=O)cc(OC)c1OC (stereo not drawn)
→ 0.4%	-8.4%	30.0%	13.4%	33.4%	3.5%	17.6%	27.9%	-1.1%
(13) Cc1ccc(Cl)cc1NC(=O)c1cnn2c1NC(c1ccco1)CC2C(F)(F)F (stereo not drawn)
→ 0.0%	6.5%	-6.4%	1.6%	-6.6%	3.1%	-1.1%	4.5%	-1.0%
(14) CCOc1ccccc1CN1CCN(Cc2nc3c(s2)CCCC3)CC1CCO (stereo not drawn)
→ -0.2%	1.2%	18.1%	-34.4%	-12.2%[20 µM]	6.7%	-0.5%	18.0%	.
(15) COC(=O)c1ccccc1OCCOCCOc1cccc2cccnc12
→ 0.3%	0.9%	3.5%	21.7%	-9.9%	7.4%	-1.4%	5.5%	-1.9%
(16) COCCNC(=O)c1cccc(OC2CCN(Cc3ccccc3OC(F)F)CC2)c1
→ 0.3%	0.2%	5.9%	-8.5%	-58.6%[20 µM]	10.0%	1.1%	8.7%	3.2%
(17) CCOc1ccc(Nc2nc(N)nc(CN(C)C3CCCCC3)n2)cc1
→ -0.1%	14.2%	4.2%	19.8%	9.4%	5.6%	-2.4%	4.2%	-2.4%
(18) Cc1cc2cc(CNC(=O)c3ccc(S(=O)(=O)N4CCCC4)cc3)ccc2n1C
→ -0.3%	-0.4%	0.5%	-10.8%	14.0%	19.6%	2.9%	2.0%	-3.0%
(19) OC(COCCC12CC3CC(CC(C3)C1)C2)CN1CCCC1 (stereo not drawn)
→ 0.5%	30.1%	1.0%	-11.5%	-7.9%	-8.4%	-0.5%	-6.9%	-3.8%
(20) CC(C)Oc1c(N2CCOCC2)c(=O)c1=O
→ 0.3%	-4.2%	21.8%	-1.4%	10.0%	-1.7%	1.0%	6.1%	1.6%
(21) O=C(CN1C(=O)c2ccccc2C1=O)Nc1ccccc1C(=O)NC1CCCCCC1
→ 0.2%	10.6%	14.7%	-1.2%	10.4%	-6.4%	0.2%	13.8%	7.5%
(22) COc1ccc(-c2cc(=O)oc3cc(OCC(=O)NCc4ccccn4)ccc23)cc1
→ -0.1%	7.5%	20.3%	35.2%	-25.7%[20 µM]	-5.1%	-0.4%	.	-3.2%
(23) O=C(Cc1cccs1)Nc1nnc(Cc2ccccc2)s1
→ 0.2%	-3.0%	-8.5%	-24.6%	3.8%	22.3%	22.6%	9.6%	7.1%
(24) Cc1ccc(CCNC(=O)C2CCC(CNc3c(N4CCCC4)c(=O)c3=O)CC2)cc1 (stereo not drawn)
→ -0.1%	16.2%	8.3%	12.6%	-47.6%	9.7%	-0.6%	-1.3%	4.4%
(25) Cc1ccc2[nH]cc(CCNC(=O)c3cccnc3)c2c1
→ -0.1%	-9.2%	14.7%	-5.0%	-20.8%	10.1%	-0.8%	2.4%	0.4%
(26) O=C(Oc1ccccc1C(=O)Oc1ccccc1)c1ccco1
→ 0.2%	-5.6%	13.3%	-1.1%	11.4%	-0.5%	-1.0%	10.1%	-5.2%
(27) Cc1c(CCC(=O)N[C@@H](C)C(=O)O)c(=O)oc2c(C)c3oc4c(c3cc12)CCCC4
→ -0.1%	-2.2%	4.1%	-9.5%	29.6%	9.4%	6.7%	6.1%	-3.4%
(28) Cc1ccccc1NC(=O)COc1ccccc1C
→ 0.2%	9.4%	-4.5%	-44.2%	-13.2%	8.0%	-0.4%	7.5%	-1.2%
(29) COc1ccc(N2C(=O)c3ccccc3NC2c2ccc(OC)c(Cn3cc([N+](=O)[O-])cn3)c2)cc1 (stereo not drawn)
→ 0.9%	5.7%	-9.2%	-2.7%	30.9%	3.5%	-1.3%	24.8%	-1.0%
(30) Clc1ncn(CCOc2ccccc2)c1Cl
→ -0.1%	11.3%	-0.1%	-1.8%	-2.6%	4.0%	1.2%	2.2%	-3.4%
(31) COC(=O)c1[nH]c2ccc(Cl)cc2c1NC(=O)CCN1CCOCC1
→ 0.0%	16.0%	11.7%	18.2%	16.8%	1.5%	2.3%	8.7%	-2.7%
(32) CC(=O)c1c(C)nc2ccc(Br)cc2c1C(=O)O
→ -0.1%	-0.1%	3.2%	2.5%	-35.6%	3.3%	-1.2%	-0.2%	8.5%
(33) CCOC(=O)CSc1nc2cc(C(=O)NCc3ccco3)ccc2c(=O)n1C1CCCCC1
→ -0.1%	3.1%	-1.6%	-36.9%	37.7%	-0.5%	-1.1%	10.4%	-2.5%
(34) O=C1CC(NC2CCN(C(=O)c3cccc(F)c3)CC2)C(=O)N1 (stereo not drawn)
→ 0.5%	3.9%	-1.9%	-31.5%	7.5%	4.9%	0.3%	1.4%	-1.4%
(35) CCCCNCc1cc(Br)c(OCc2cccs2)c(OC)c1
→ 0.2%	42.7%	-3.7%	8.7%	-1.5%	16.1%	-2.2%	5.2%	4.2%
(36) CCOC(=O)C1(CC2CCCCO2)CCN(S(=O)(=O)c2cc(C)cs2)CC1 (stereo not drawn)
→ -0.3%	-1.1%	15.3%	-0.7%	9.1%	-1.1%	1.4%	2.1%	4.0%
(37) Cc1ccc2nsnc2c1S(=O)(=O)NCc1ccc2c(c1)OCO2
→ -0.3%	7.8%	19.3%	-17.0%	10.9%	4.9%	0.9%	4.1%	8.6%
(38) CCc1ccc2oc(C(=O)Nc3nonc3CC)c(C)c2c1
→ -0.1%	6.2%	-41.3%	-4.0%	-12.4%	0.8%	0.6%	7.6%	-3.9%
(39) CCNC(=O)c1ccc(-n2nc(C)cc2-c2ccccc2)cc1
→ -0.1%	18.6%	15.6%	10.1%	-4.6%	9.9%	0.1%	12.0%	-0.6%
(40) CC12C(=O)N(c3ccc(C(=O)N4CCOCC4)cc3)C(=O)C1C1c3ccccc3C2c2ccccc21 (stereo not drawn)
→ 0.0%	15.9%	2.1%	-20.5%	22.6%	.	1.6%	6.4%	7.6%
(41) COc1ccc(S(=O)(=O)CC(=O)c2cc(C)c(O)c(C)c2)cc1
→ 0.0%	-3.1%	-25.3%	6.0%	-24.3%	6.2%	-2.5%	15.3%	1.6%
(42) CCCn1c2ccc(F)cc2c2nnc(SCCN3CCOCC3)nc21
→ -0.1%	-2.6%	11.4%	3.3%	-0.7%	10.2%	-0.6%	8.2%	-1.6%
(43) CCOCCCn1c(SCC(=O)Nc2ccccc2OC)nc2ccccc2c1=O
→ -0.2%	10.8%	-4.3%	-4.3%	-4.0%	4.2%	1.4%	10.0%	-0.4%
(44) Cc1csc(NC(=O)C2CCCCC2C(=O)O)n1 (stereo not drawn)
→ 0.1%	5.4%	-11.9%	-4.7%	-11.7%	9.1%	3.1%	3.2%	-5.7%
(45) CCCS(=O)(=O)N1CCN=C1SCc1cccc(C)c1
→ 0.5%	18.2%	11.0%	-22.3%	-3.1%	12.6%	0.8%	2.7%	-1.3%
(46) O=C(/C=C/c1ccc2c(c1)OCO2)NCc1cn2cc(Cl)ccc2n1
→ -0.3%	4.9%	-12.1%	-39.5%	-48.2%	1.8%	-1.8%	8.7%	-3.4%
(47) Cc1ccc(S(=O)(=O)Cn2nnnc2C(C(C)C)N2CCN(c3nc4ccccc4s3)CC2)cc1 (stereo not drawn)
→ -0.1%	-7.8%	1.3%	-37.8%	-55.5%	1.0%	2.4%	4.5%	0.0%
(48) CCNC(=O)C(Sc1ccccc1)c1ccccc1 (stereo not drawn)
→ -0.4%	1.7%	-0.1%	-35.4%	-0.2%	2.7%	2.0%	0.0%	2.0%
(49) COc1ccc(C(C)(C)C)cc1NC(=O)c1cccc(S(=O)(=O)N2CCN(C(C)=O)CC2)c1
→ 0.5%	6.3%	14.1%	-19.1%	2.8%	3.1%	1.7%	5.7%	-2.5%
(50) COc1cccc(CC(NC(C)=O)C(=O)NC2CCN(c3nc(C)cc(C)c3C#N)CC2)c1OC (stereo not drawn)
→ -0.1%	-1.1%	1.9%	-14.8%	14.9%	-3.2%	2.2%	5.7%	0.9%
(51) CCc1nnc(SCC(=O)N2CCc3ccccc32)n1CC
→ -0.1%	-0.9%	-4.9%	-7.6%	-19.7%	9.9%	1.1%	4.8%	4.4%

Among those listed so far, these have a nitro group on carbon.
Value order: GPR55 activation	GPR55 antagonists	NOD2 inhibition	NOD1 inhibition	KOR beta-arrestin-1	Rac1 GTP hydrolysis	HIV peptide binding	Large T inhibition	KOR beta-arrestin-2
(4) O=[N+]([O-])c1ccc(Cl)c(/C=N/n2c(C3CCCCC3)n[nH]c2=S)c1
→ -0.2%	-11.0%	-10.3%	-10.9%	-76.2%	9.8%	27.8%	3.6%	4.4%
(29) COc1ccc(N2C(=O)c3ccccc3NC2c2ccc(OC)c(Cn3cc([N+](=O)[O-])cn3)c2)cc1 (stereo not drawn)
→ 0.9%	5.7%	-9.2%	-2.7%	30.9%	3.5%	-1.3%	24.8%	-1.0%
